LmPK inhibitor: qHTS Assay for Inhibitors of Leishmania Mexicana Pyruvate Kinase (LmPK) | Q27686 | Potency, µM (titrated, usually from 57.5 µM), for the others: at the highest dose activity change, negative = inhibition, hits mostly inhibitors | 290,000 compounds, 0.37% hits | purified LmPK, Kinase-Glo ATP luminescence, 1 h; further: potency means the concentration at half of the fitted maximal effect
Target sequence (Q27686 whole entry, looked up): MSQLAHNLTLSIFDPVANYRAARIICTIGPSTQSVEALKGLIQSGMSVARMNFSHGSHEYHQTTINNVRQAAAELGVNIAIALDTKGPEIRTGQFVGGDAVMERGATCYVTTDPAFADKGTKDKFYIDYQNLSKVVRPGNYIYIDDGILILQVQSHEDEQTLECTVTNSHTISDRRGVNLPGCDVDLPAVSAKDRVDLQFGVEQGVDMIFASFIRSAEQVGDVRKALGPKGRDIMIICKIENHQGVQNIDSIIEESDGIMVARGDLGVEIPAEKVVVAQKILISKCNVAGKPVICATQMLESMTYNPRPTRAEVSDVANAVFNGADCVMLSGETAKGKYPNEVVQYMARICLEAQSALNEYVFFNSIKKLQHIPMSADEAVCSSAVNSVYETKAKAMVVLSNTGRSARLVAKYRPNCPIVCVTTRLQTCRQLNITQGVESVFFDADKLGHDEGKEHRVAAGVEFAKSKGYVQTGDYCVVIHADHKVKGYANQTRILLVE
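ATP generated from ADP (0.1 mM) and PEP (0.5 mM) by 0.1 nM LmPK over 1 h at room temperature (pH 7.2 imidazole buffer) was detected by coupled luciferase luminescence. Values were normalized to uninhibited and no-enzyme wells.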
AmpC inh detg: qHTS Inhibitors of AmpC Beta-Lactamase (assay with detergent) | P00811 | AmpC hydrolysis of nitrocefin, absorbance 480 nm, 0.01% Triton | Potency, µM (top dose mostly 114 µM), without a hit: at the highest dose activity change, negative = inhibition, hits mostly inhibitors | 370,000 compounds, 0.041% hits | AID 485294, 2010;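 further: potency means the concentration at half of the fitted maximal effect; 0% = no-compound wells and -100% = no-enzyme wells; nearly all actives have a fitted effect of over 25% in size; some results filed as inactive show a strong effect at the top dose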
Target sequence (P00811 whole entry, looked up): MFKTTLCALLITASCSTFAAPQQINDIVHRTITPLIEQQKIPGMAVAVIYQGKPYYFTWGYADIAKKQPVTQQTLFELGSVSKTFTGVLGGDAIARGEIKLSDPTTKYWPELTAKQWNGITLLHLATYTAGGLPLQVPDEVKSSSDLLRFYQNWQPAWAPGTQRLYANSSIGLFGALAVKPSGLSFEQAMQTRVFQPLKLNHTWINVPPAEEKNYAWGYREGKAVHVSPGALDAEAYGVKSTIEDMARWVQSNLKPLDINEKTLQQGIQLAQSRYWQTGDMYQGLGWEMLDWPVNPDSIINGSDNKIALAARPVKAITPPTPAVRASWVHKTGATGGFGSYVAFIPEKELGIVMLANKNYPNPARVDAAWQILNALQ
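20 mM phosphate pH 7.0 + 0.01% (detergent screen) or 0.0001% Triton X-100; 5.3 nM AmpC reagent; cpd preinc 15 min RT; nitrocefin (800 uM stock) to start; A480 q20 s × 4 min; Activity was normalised to no-enzyme and no-compound control wells.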
AMA1-RON2 inh: qHTS for Inhibitors of AMA1-RON; Towards Development of Antimalarial Drug Lead: Primary Screen; Plasmodium falciparum AMA1 (3D7) - RON2 peptide interaction; AlphaScreen AMA1-biotinylated RON2 peptide binding; Potency, µM (top dose mostly 58.2 µM), for the others: at the highest dose activity change, negative = inhibition, actives largely listed as inhibitors; 360,000 compounds, 0.2% hits; AID 720542, 2013;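 further: potency means the concentration at half of the fitted maximal effect; 0% = vehicle wells and -100% = peptide control; nearly all actives have a fitted effect of over 45% in size; some results filed as inactive show a strong effect at the top dose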
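AMA1 (3D7) with his tag at 25 nM final met compounds first, then biotinylated RON2 peptide at 25 nM; detection used donor plus acceptor beads, 10 µg/mL apiece, read by AlphaScreen after 30 min at room temperature.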
TbPYK inhibitor: qHTS of Trypanosoma Brucei Inhibitors | AID 624173, 2012 | 410,000 compounds, 0.12% hits | TbPYK enzyme, Kinase-Glo Plus ATP luminescence, 45 min | Potency, µM (top dose mostly 76.8 µM), without a hit: at the top dose activity, negative = inhibition, usual class: inhibitors | pyruvate kinase (Trypanosoma brucei), Q57TT1; further: potency means the concentration at half of the fitted maximal effect; nearly all actives have a fitted effect of over 50% in size
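Enzyme and substrate buffer are dispensed first and compound is pin-transferred. ADP at 130 uM final then starts the reaction, which runs 45 min at room temperature. Detection reagent is added for 10 min before luminescence is imaged.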
HCV inhibitor: qHTS Assay for Inhibitors of Hepatitis C Virus (HCV). Huh7.5.1 HCVcc-Cre infection, luciferase reporter, 44 h. Potency, µM (doses to about 41.8 µM), for the others: top-dose activity change, negative = inhibition, actives largely listed as inhibitors. 340,000 compounds, 3.4% hits. AID 651820, 2012; further: potency means the concentration at half of the fitted maximal effect
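Luciferase read-out (15 sec integration) after a 15 min room-temperature substrate step quantifies HCVcc-Cre infection. Cells, 1,000 per well, had compound added 4 h post-plating, then virus at ~0.5 moi, and were cultured 44 h.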
AmpC inh no detg: qHTS Inhibitors of AmpC Beta-Lactamase (assay without detergent); AmpC nitrocefin hydrolysis, absorbance 480 nm, 0.0001% Triton; 330,000 compounds, 0.52% hits; P00811; Potency, µM (series often up to 57.1 µM), inactives show at the highest dose activity change, negative = inhibition, hits mostly inhibitors; AID 485341, 2010;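 further: potency means the concentration at half of the fitted maximal effect; plate controls were no compound for no effect and no enzyme for full effect; nearly all actives have a fitted effect of over 20% in size; some results filed as inactive show a strong effect at the top dose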
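AmpC (5.3 nM in the dispensed reagent) in 20 mM phosphate pH 7.0 with 0.01% (detergent screen) or 0.0001% Triton X-100 was preincubated with compounds for 15 min at room temperature. Nitrocefin was then added from an 800 uM solution, and hydrolysis was followed at 480 nm.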
HCMV antiviral: qHTS Assay for inhibitors of the human cytomegalovirus (HCMV) | HFF cells, HCMV-luciferase reporter, 72 h; hits give low values | activity change, negative = inhibition, % at 57.5 µM | AID 1259415, 2018 | 410,000 compounds, 4.5% hits; in the data active means activity change below about -60%; inconclusive means no clear call, values can overlap the other calls; inactive means above about -39%
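Cell-based, HFFs, 1000 cells/well, 16 h 37C; cpds in DMSO + HCMV-luc, MOI 1 PFU/cell; 72 h 37C; OneGlo luminescence after 5 min RT; norm. to buffer vs Salinomycin 10uM.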
Active calls of the source: *; ? = inconclusive; . = not tested or not shown; & = joins results of further samples; [ ] = dose if it differs, or a comment. Unless noted, the call rests on the fitted dose curve; in most records, active means well fitted curve in the direction sought with a large enough effect; inconclusive means small, poorly fitted or top-dose-only effect, or another doubt; inactive means no such curve, though single readings can be large; an effect the other way counts as inactive or inconclusive. Unless noted, on the % scale 0 is the no-effect control and ±100 the full control effect.

SMILES	LmPK inhibitor	AmpC inh detg	AMA1-RON2 inh	TbPYK inhibitor	HCV inhibitor	AmpC inh no detg	HCMV antiviral
COCCn1nnnc1C(C(C)C)N(Cc1cccnc1)Cc1cc2cc(OC)ccc2[nH]c1=O (configuration not stated)	-1%	10%	-2%	-8%	16%&11%	36%	73
CCOC(=O)Cc1c(-c2cccc(Cl)c2)nc2c3ccccc3ccn12	.	.	-20%	0%	.	.	30
Cc1ccc(C)c(S(=O)(=O)NCC(=O)Nc2sc3c(c2C(N)=O)CCC(C)C3)c1 (configuration not stated)	4%	2%	9%	-10%	7%	-7%	-38
COC(=O)[C@@H]1C[C@@]2(O)[C@H](O)[C@H](O)[C@H](O)C[C@H]2N1Cc1cccc2ccccc12	-4%	0%	-3%	-2%	38%[activator]	0%	-4
Nc1nc(-c2ccco2)nn1C(=O)c1ccc(F)cc1	-5%	2%	24%	5%	?	-25%	5
Cc1nnc(SCC(=O)NC(C)(C)C)n1C1CCCCC1	-1%	-2%	-13%	2%	17%	-22%	14
Cc1ccc(S(=O)(=O)c2nc(-c3cccc(Br)c3)oc2N2CCCCCC2)cc1	.	27%	.	3%	.	.	9
N#C/C(=C(/O)c1ccc([N+](=O)[O-])cc1)c1nc2ccccc2[nH]1	1%	0%	44%[activator]	1%	1%	-7%	-9
Cc1ccc(-n2nc3c(=O)n(CC(=O)NC4CCCCC4)nc(C)c3c2C)cc1	1%	1%	-6%	0%	?	-4%	-23
Cc1c(Cl)cccc1-n1ncc(C(=O)NCCN2CCN(C)CC2)c1C1CCN(C(=O)OC(C)(C)C)CC1	.	11%	.	0%	.	.	6

Entries shown so far with a carbonyl joined to an NH by a bond outside any ring, in the order listed:
SMILES	LmPK inhibitor	AmpC inh detg	AMA1-RON2 inh	TbPYK inhibitor	HCV inhibitor	AmpC inh no detg	HCMV antiviral
Cc1ccc(C)c(S(=O)(=O)NCC(=O)Nc2sc3c(c2C(N)=O)CCC(C)C3)c1 (configuration not stated)	4%	2%	9%	-10%	7%	-7%	-38
Cc1nnc(SCC(=O)NC(C)(C)C)n1C1CCCCC1	-1%	-2%	-13%	2%	17%	-22%	14
Cc1ccc(-n2nc3c(=O)n(CC(=O)NC4CCCCC4)nc(C)c3c2C)cc1	1%	1%	-6%	0%	?	-4%	-23
Cc1c(Cl)cccc1-n1ncc(C(=O)NCCN2CCN(C)CC2)c1C1CCN(C(=O)OC(C)(C)C)CC1	.	11%	.	0%	.	.	6

Next part
SMILES	LmPK inhibitor	AmpC inh detg	AMA1-RON2 inh	TbPYK inhibitor	HCV inhibitor	AmpC inh no detg	HCMV antiviral
COc1ccc(N=C2SCC(=O)N2c2ccc(OC)cc2)cc1	4%	?	2%	-3%	8%	-9%	-14
FC(F)(F)c1cccc(NC(=S)N(CCCN2CCCC2)Cc2cccn2Cc2ccc(Cl)cc2)c1	-9%	6%	-10%	-1%	-8%	38%	-67*
Cc1ccc(-c2csc3ncnc(-n4nnc5ccccc54)c23)cc1C	1%	6%	2%	4%	?	-16%	-32
CC1(C)OC(=O)C(=NNc2ccccc2)C(=O)O1	-5%	-23%	-3%[11.6 µM]	4%	12%	-6%	-4
CCn1c(=O)cc(SCC(=O)NCc2cccnc2)c2ccccc21	0%	4%	-7%	11%	-17%	3%	65
CCOCC(=O)Nc1cc(C(=O)OC)cc(C(=O)OC)c1	0%	-7%	0%	5%	-9%	-43%	-10
C=CCOc1ccccc1CN1CCC(n2nccc2NC(=O)c2ccccc2)CC1	-3%	-7%	-9%	-5%	-3%	16%	-26
COC(=O)c1ccc(SCC(=O)NC2CCCC2)c([N+](=O)[O-])c1	-1%	-11%	3%	-2%	-10%	-14%	-2
CCOc1ccc(NC(=O)Nc2ccc3nccnc3c2)cc1	4%	?	-7%	2%	-29%	-34%	-39
C[C@@H]1CN([C@@H](C)CO)S(=O)(=O)c2ccc(Br)cc2O[C@H]1CN(C)Cc1ccccn1	.	.	60%[activator]	-4%	.	.	-12
COc1ccc(N2CCN(C(=O)CNS(=O)(=O)c3ccc(C)cc3)CC2)cc1	-2%	?	2%	-6%	1%	-3%	4
Cc1ccc(-c2nnc(SCC(=O)NCC3CCCO3)n2C)cc1 (configuration not stated)	-4%	-11%	-11%	-5%	9%	-15%	-11
Cn1c(SCC(=O)N2CCOCC2)nc(O)cc1=O	-1%	1%	-5%	1%	0%	-6%	-1
CN(C)c1ccc(/C=C(\NC(=O)c2ccccc2)C(=O)NCc2cccnc2)cc1	12%	-13%	-8%	-9%	-7%	-13%	-6
O=C(CNC(=O)c1ccc([N+](=O)[O-])cc1)N/N=C\c1ccc(OC(=O)c2ccccc2)cc1	1%	-9%	13%	1%	8%	9%	29
COc1ccc(CC(NC(C)=O)C(=O)NC2CCN(c3c(Cc4ccccc4)c(C)nc4ncnn34)CC2)cc1OC (configuration not stated)	7%	?	.	.	3%[0.335 µM]	172%[activator]	19
O=C(C1=NOC2(C1)C(=O)N(Cc1ccccc1)c1ccccc12)N1CCOCC1 (configuration not stated)	.	.	-10%	1%	.	.	-1
CCOC(=O)c1c(C)[nH]c(C(=O)COC(=O)C2CC2)c1C	.	?	3%	-1%	?	-1%	-10
Cc1ccc2[nH]c(=O)c(CC(=O)O)c(-c3ccccc3)c2c1	0%	-10%	0%	2%	9%	-4%	17
Cc1ccc(Cl)cc1NC1=NC(=S)N(C(C)C)C12CCCCC2	1%	?	0%	5%	-2%	-18%	46
Cc1ccc(Cl)cc1N1CCN(C(=O)COCc2cc(-c3ccc4c(c3)OCO4)on2)CC1	.	3%	.	0%	.	.	1
CCc1ccc(Oc2cc(C)nc(N)n2)cc1	-2%	-8%	0%	6%	3%	-26%	81
OC12ONC(c3ccccn3)C1N1CCC2CC1 (configuration not stated)	1%	?	9%	-5%	-28%	-19%	-26
O=C(COc1ccc(S(=O)(=O)N2CCCC2)cc1Cl)NC1CCCC1	5%	-3%	-5%	3%	-6%	66%[activator]	47
Cn1c(=O)c2c(nc(NCCc3ccccc3)n2CC(=O)NCCc2ccccc2)n(C)c1=O	-2%	?	3%	-8%	-12%&5%	-42%	75
O=C(N/N=C/C(Cl)=C/c1ccccc1)c1ccccn1	?	0%	88%[activator]	1%	8%	-13%	13
CC1CCCN(CCCNC(=O)c2coc3nc4ccccc4nc23)C1 (configuration not stated)	-27%	-9%	-5%	-6%	-6%	8%	-24
Nc1ccc(N2CCOCC2)c(Cl)c1	2%	-4%	0%	6%	-3%	-17%	-9
Cc1onc(-c2c(Cl)cccc2Cl)c1C(=O)NNc1ccccc1	5%	2%	?	-6%	3%	-28%	-10
CN(Cc1ccccc1)S(=O)(=O)c1cccc2cccnc12	11%	6%	27%	-6%	-12%	-17%	?

Continued, starting with the last four of the part before.
SMILES	LmPK inhibitor	AmpC inh detg	AMA1-RON2 inh	TbPYK inhibitor	HCV inhibitor	AmpC inh no detg	HCMV antiviral
CC1CCCN(CCCNC(=O)c2coc3nc4ccccc4nc23)C1 (configuration not stated)	-27%	-9%	-5%	-6%	-6%	8%	-24
Nc1ccc(N2CCOCC2)c(Cl)c1	2%	-4%	0%	6%	-3%	-17%	-9
Cc1onc(-c2c(Cl)cccc2Cl)c1C(=O)NNc1ccccc1	5%	2%	?	-6%	3%	-28%	-10
CN(Cc1ccccc1)S(=O)(=O)c1cccc2cccnc12	11%	6%	27%	-6%	-12%	-17%	?
O=C(COc1ccccc1)Nc1nnc(-c2ccco2)o1	-5%	-7%	-24%	-3%	23%	-11%	18
Cc1ccc(O)c(Cn2nnc3ccccc32)c1	.	?	-1%	1%	?	-31%	-16
C#CCN(CC=C)C(=O)c1ccc2nc(C3CCCCC3)oc2c1	0%	?	-1%	-1%	6%	25%	41
O=C(Nc1ccc(OC(F)(F)F)cc1)C1CC(=O)N(Cc2ccco2)C1 (configuration not stated)	.	5%	4%	-4%	-4%	24%	34
CC[n+]1ccc(C(=O)NCc2ccccc2)cc1	1%	?	1%	-6%	22%	3%	9
CCCNC(=O)C1CNc2ccccc2O1 (configuration not stated)	-1%	?	-19%	-7%	-14%	-8%	21
C/C=C(\C)C(=O)N[C@@H](C)CN1C2=NC[C@H](C(C)C)N2C[C@H]1Cc1ccc(OC)cc1	2%	-1%	-2%	0%	-3%[8.37 µM]	53%	0
Cc1oc(-c2ccccc2)nc1CSc1nc2c(c(=O)[nH]1)CCC2	0%	?	-7%	-4%	7%	-8%	42
COc1ccc2[nH]cc(CCNS(=O)(=O)c3ccccc3)c2c1	-5%	5%	-4%	-2%	?	-19%	8
Cc1cccc(NC(=O)c2ccc(S(=O)(=O)N(C)CC3CCCO3)cc2)c1C (configuration not stated)	.	.	-3%	0%	-21%	.	19

Fetched one by one from above (two):
SMILES	LmPK inhibitor	AmpC inh detg	AMA1-RON2 inh	TbPYK inhibitor	HCV inhibitor	AmpC inh no detg	HCMV antiviral
Cc1cccc(NC(=O)c2ccc(S(=O)(=O)N(C)CC3CCCO3)cc2)c1C (configuration not stated)	.	.	-3%	0%	-21%	.	19
COc1ccc2[nH]cc(CCNS(=O)(=O)c3ccccc3)c2c1	-5%	5%	-4%	-2%	?	-19%	8

Later entries
SMILES	LmPK inhibitor	AmpC inh detg	AMA1-RON2 inh	TbPYK inhibitor	HCV inhibitor	AmpC inh no detg	HCMV antiviral
CCOC(=O)c1c(C)n(Cc2ccccc2)c2ccc(OCC(O)Cn3nc(C)cc3C)cc12 (configuration not stated)	1%	3%	6%	-2%	?	133%[activator]	69
NC(=O)c1ccccc1NC(=S)NC(=O)CCc1ccccc1	-2%	?	41%[activator]	-24%	10%	-25%	?
CCCN(Cc1cccs1)C(=O)Nc1ccc(F)c(Cl)c1	.	-2%	.	4%	.	.	1
CC1(C(=O)O)CCC(C(=O)NNC(=O)c2ccccc2Cl)C1(C)C (configuration not stated)	.	.	17%	0%	9%	.	-18
N#CCCN1CCN(S(=O)(=O)c2ccc(S(=O)(=O)N3CCCC3)cc2)CC1	3%	?	-7%	-5%	9%	-16%	20
